# Screens: PubChem BioAssay, The Scripps Research Institute Molecular Screening Center
# SRC1 TRFRET art: TR-FRET artefact, counter-screen to PPARgamma/SRC-1 agonist assay; TR-FRET detection artefact counter-screen, emission ratio; stronger effect = higher value; TR-FRET ratio at 8 µM; 99,000 tested, 0.34% active; AID 1051; in the data active = TR-FRET ratio above about 2300; note: inactives centre near 1800; reference of the scale not given here
# SRC3 TRFRET art: TR-FRET artefact, counter-screen to PPARgamma/SRC-3 agonist assay; PPARgamma/SRC-3 format; stronger effect = higher value; TR-FRET ratio at 8 µM; 99,000 tested, 0.39% active; in the data active = TR-FRET ratio above about 2000; note: inactives centre near 1600; reference of the scale not given here
# The depositor's hits bear a star. An excerpt, so the mix of outcomes need not match the whole.
SMILES,SRC1 TRFRET art,SRC3 TRFRET art
Cc1ccc(NC(=O)CSc2nc3c(cc2C#N)C(=O)CCC3)cc1S(=O)(=O)N(C)C,1797,1668
O=C(O)CCCC(=O)Nc1c(F)c(F)c(F)c(F)c1F,1711,1542
Cn1cccc1C(=O)NC(=O)COC(=O)c1cc(S(=O)(=O)N2CCCCC2)ccc1Cl,2001,1682
COc1ccc(S(=O)(=O)NC(CC(=O)NCCc2ccc(OC)c(OC)c2)C(C)C)cc1 (stereo not drawn),1899,1718
Cc1cc(C)n(-c2ccc(C(=O)N3CCC(CO)(Cc4ccccc4)CC3)cc2)n1,1857,1888
CC(C)(C)c1cc(C(=O)N/N=C/c2ccco2)n[nH]1,1791,1557
Cc1ccccc1NC(=O)Cn1nnc(S(=O)(=O)c2ccc(C(C)(C)C)cc2)c1N,1854,1656
CC(Sc1ccc2c(c1)OCCO2)C(=O)Nc1ccc(N2CCOCC2)cc1 (stereo not drawn),1469,1362
O=C(NC(=S)NCCN1CCOCC1)c1ccc(F)cc1,1747,1529
CCNC(=S)N(CCc1c(C)[nH]c2ccccc12)Cc1cc(OC)c(OC)c(OC)c1,2037,1604
CC(Sc1nnc(Nc2ccccc2)s1)C(=O)Nc1nc(-c2ccccc2)cs1 (stereo not drawn),2089,1648
CCc1ccc(Nc2ccc(S(=O)(=O)N3CCOCC3)cc2[N+](=O)[O-])cc1,1894,1664
COc1ccc(C(=O)NC(=S)NNC(=O)c2c(-c3ccccc3)noc2C)cc1,1936,1650
CC1Cc2ccccc2N1C(=O)CO/N=C/c1ccc(OC(F)F)cc1 (stereo not drawn),1890,1428
COc1ccc(Cl)cc1NC(=S)NCCN1CCOCC1,1580,1535
Cc1ccc(S(=O)(=O)N(C)C)cc1NC(=S)NC(C)CCC(C)C (stereo not drawn),1442,1400
CCN1C(=O)/C(=C2\Sc3ccccc3N2CC)OC1=S,1746,1614
c1ccc(-c2noc(CN3CCCC(OCc4ccccn4)C3)n2)cc1 (stereo not drawn),1739,1626
CC1CCCCN1C(=O)Cn1cnc2cc([N+](=O)[O-])ccc2c1=O (stereo not drawn),1815,1501
CCc1cccc(CC)c1NC(=S)/C(=C(\[O-])c1ccc(Cl)s1)[n+]1ccccc1,1982,1540

# The closing 2 compounds of the section before come first, to join the parts:
SMILES,SRC1 TRFRET art,SRC3 TRFRET art
CC1CCCCN1C(=O)Cn1cnc2cc([N+](=O)[O-])ccc2c1=O (stereo not drawn),1815,1501
CCc1cccc(CC)c1NC(=S)/C(=C(\[O-])c1ccc(Cl)s1)[n+]1ccccc1,1982,1540
CC(C)=CCN1CCN(Cc2nc(C(C)C)cs2)CC1CCO (stereo not drawn),1789,1513
CCOC(=O)c1ccc(-n2c(C)ccc2C)cc1,1732,1564
COc1ccc(CN2C(=O)c3ccccc3C2C(=O)NC2CCC(C)CC2)c(OC)c1 (stereo not drawn),2008,1589
O=C(Nc1ccc2c(c1)CCC2)c1cc(S(=O)(=O)Nc2ccc(F)cc2)c(Cl)cc1Cl,1791,1617
CN(C(=O)c1cccnc1)c1nnc(-c2cccnc2)s1,1760,1536
O=c1[nH]ncc(N2CCN(Cc3ccccc3)CC2)c1Cl,1958,1493
Cc1ccsc1-c1nc(CN(C)C(C2CC2)C2CC2)c(C)o1,1925,1481
O=c1cc(N2CCCC2)c(-c2ccccc2)n[nH]1,1952,1719
CCCc1cc(C(=O)OC)c2ccccc2n1,1793,1654
COc1ccc(NC(=O)c2ccc(NCCN3C(=O)CCC3=O)c([N+](=O)[O-])c2)cc1,1777,1711
Cn1c(Cn2c(=O)sc3ccccc32)nnc1SCc1ccccc1,1730,1566
O=C(O)CCNC(=O)c1ccc(NC(=O)Cc2ccc(Cl)cc2)cc1,1753,1552
CCNC(=S)N1CCN(CC)CC1,1737,1534
CCOC(=O)CSCC(=O)N1N=C(c2cccs2)CC1c1ccc(F)cc1 (stereo not drawn),1848,1558
Fc1ccc(C2CC(c3cccs3)=NN2C(=S)Nc2ccccc2)cc1 (stereo not drawn),2336*,1821
CC(=O)Nc1nc(N(C)C)nc(N(C)C)n1,1704,1628
CC(C)(C)c1nn2cnnc2n(/N=C/c2cccc3ccccc23)c1=O,1935,1479
CC(C)(/C=N/NC(=O)CSCc1ccc(Cl)cc1)CCC#N,1903,1709
Cc1ccc(N=Cc2cc(Cl)cc(Cl)c2O)nc1,1952,1639
Cc1ccc(NC(=O)CNS(=O)(=O)c2cccs2)cc1F,1842,1531
O=c1[nH]c(SCc2ccc(F)cc2Cl)nc2ccccc12,1702,1729
CCCCn1nnnc1SCC(=O)NNC(=O)c1ccco1,1975,1311
O=C(N/N=C/c1cccc(F)c1)c1ccc(Cl)cc1,1960,1428
C/C(=N\NC(=O)c1ccco1)c1ccc(NC(=O)c2cccs2)cc1,1636,1512
NC(=O)NCc1ccc(C(=O)OCc2ccncc2)cc1,2025,1435
CCCNC(=O)Cn1cnc2sc(C(=O)N3CCN(Cc4ccc5c(c4)OCO5)CC3)c(C)c2c1=O,1712,1630
CC(=O)Nc1cccc(C(=O)/C=C/c2ccc(F)cc2)c1,1599,1447
Nc1nc(CSc2ccccc2)nc(N2CCCCC2)n1,1415,1435
CSc1ccccc1NC(=O)COc1ccccc1C,1746,1557
CN(C)C(=O)c1nnc(Cc2ccc(Cl)cc2)o1,1797,1458
Cc1ccc(-n2c(C)cc(/C=N/NC(=O)c3ccncc3)c2C)cc1C,2115,1684
S=C(Nc1ccc2nsnc2c1)NC1CCCCC1,2457*,1898
O=C(NCc1ccco1)c1cc(-c2ccccn2)nc2ccccc12,1711,1507
CCOc1cc(/C=N/Nc2nc(N3CCCCC3)nc(N3CCCCC3)n2)ccc1OC(=O)c1ccco1,2055,1665
Cc1ccc(/C=N/NC(=O)c2cccs2)o1,1715,1558
O=C(NNc1ccc(O)cc1)c1ccc(Br)cc1,1824,1729
CCCCNC(=O)c1ccc(/C=C2\Oc3ccccc3N(C)C2=O)cc1,1809,1520
NC(=S)N/N=C/c1ccc(-c2cc(Cl)c(Cl)cc2Cl)o1,2001,1549
CC(C)NC(=S)N=Nc1c(O)[nH]c2ccc(C(C)C)cc12,1665,1466
CCc1ccc(C(=O)NCc2cnn(C)c2)s1,1751,1463
Cc1ccccc1C(=O)Nc1nnc(-c2cccnc2)o1,1722,1509
CC(=O)C1=C(C)NC(=O)NC1c1cccc([N+](=O)[O-])c1O (stereo not drawn),2028,1628
CN(C)c1ccc(/C=N/NC(=O)C(=O)/C=C2\NC3(CCCC3)Cc3ccccc32)cc1,1515,1653
C/C(=N\NC(=O)c1cccnc1)c1nnn(-c2nonc2N)c1C,1837,1478
O=C(NCc1ccc2c(c1)OCO2)c1cc(-c2ccccn2)nc2ccccc12,1671,1504
Cc1ccccc1N=CC1=C(O)c2ccccc2C1=O,1956,1709
CCOC(=O)c1sc2nc3c(SCC(=O)O)cc(C(=O)c4cc(F)ccc4O)cn3c(=O)c2c1C,1629,1498
COc1ccc(C(=O)COC(=O)c2nn(C)c(=O)c3ccccc23)c(OC)c1,2012,1829
CC1Cn2c(nc(=O)c3c2NCN(CCc2ccccc2)C3)S1 (stereo not drawn),1650,1379
Cc1cccc(C(=O)N[C@H](C(=O)Nc2nc(C)cs2)C(C)C)c1,1673,1471
CCN(CC)c1ccc(NC(=S)NC(=O)c2ccco2)cc1,1864,1723
Cc1ccc(CC(=O)N2CCN(c3ccccc3F)CC2)cc1,1789,1820
O=[N+]([O-])c1ccc(COc2ccccc2/C=N/O)cc1,1800,1658
NS(=O)(=O)c1ccc(N/C=C\C(=O)c2cccc3ccccc23)cc1,1825,1578
COc1ccc(C(C)=O)cc1CSc1nc2ccccc2c(=O)n1-c1ccccc1C,1674,1450
CCOC(=O)c1c(NC(=O)CSc2nnc(-c3c[nH]c4ccccc34)n2CCOC)sc2c1CCCCC2,1650,1556
O=C(Cc1ccccc1F)Nc1ccc(SC(F)F)cc1,2018,1571
COc1cc2[nH]c(=O)n(CCC(=O)N3CCN(Cc4ccccc4)CC3)c(=O)c2cc1OC,1749,1592
O=C(O)CCCNS(=O)(=O)c1ccc2c(c1)OCCCO2,1906,1793
COc1ccccc1/C=C/C(=O)NCCC1=CCCCC1,1739,1544

# Further records
SMILES,SRC1 TRFRET art,SRC3 TRFRET art
O=C(Nc1ccc2c(c1)CCC2)c1ccccc1Br,2009,1535
Cc1cccc(C(=O)Nc2cccc(OCC(=O)O)c2)c1,1899,1592
Cn1c(N)c(C(=O)COC(=O)c2ccc(Cl)nc2)c(=O)n(C)c1=O,1812,1531
CN(C)CCN1C(=O)NC(C)(c2ccc([N+](=O)[O-])cc2)C1=O (stereo not drawn),1677,1488
Cc1ccc(NC(=O)c2ccccn2)c(Br)c1,1710,1371
C=CCNC(=S)Nc1ccc2nc(C)oc2c1,2143,1671
O=C(COC(=O)C1CCC(=O)N1)Nc1ccc(Cl)cc1Cl (stereo not drawn),2057,1906
Cc1ccc(-c2cc(C(=O)N(C)Cc3cnn(C)c3C)c3cc(Br)ccc3n2)cc1,1935,2046
CC(=O)Nc1ccc(/C=N/OCC(=O)Nc2ccc(C)cc2)cc1,1789,1682
C/C(=N/NC(=O)CSc1nc2ccccc2n1C)c1ccc(O)cc1,1735,1516
O=C(C1CCCN(CCCc2ccccc2)C1)N1CCCCC1 (stereo not drawn),1766,1669
COc1ccc(/C=N/NC(=O)c2cccc(NC(C)=O)c2)c(OC)c1,1665,1534
Cc1ccc(CNC(=O)CCC2CCCN(Cc3cccc4cccnc34)C2)o1 (stereo not drawn),1843,1463
Cc1ccccc1N/N=C/c1ccc(C#N)cc1,1700,1524
CCN(C(=O)COC(=O)c1ccccc1NC(=O)c1ccco1)C1CCS(=O)(=O)C1 (stereo not drawn),1581,1515
COc1cc(/C=C(\C#N)C(N)=O)ccc1OS(=O)(=O)c1ccc(C)cc1,1579,1520
Cc1ccc(NC(=S)Nc2ccc3nc(-c4ccccn4)c(-c4ccccn4)nc3c2)cc1C,1545,1339
CCCCOc1ccc(/C(N)=N/O)cc1,1714,1637
N#Cc1ccccc1OCC(=O)N1CCc2ccccc2C1,1813,1595
CCN(CC(=O)NCc1cccs1)C(=O)c1ccccc1Cl,1761,1660

# Exported tab-delimited: part of the list above
molecule	SRC1 TRFRET art	SRC3 TRFRET art
O=C(O)CCCC(=O)Nc1c(F)c(F)c(F)c(F)c1F	1711	1542
Cn1cccc1C(=O)NC(=O)COC(=O)c1cc(S(=O)(=O)N2CCCCC2)ccc1Cl	2001	1682

# The results go on:
SMILES,SRC1 TRFRET art,SRC3 TRFRET art
COc1ccc(/C=N/N2CCOCC2)cc1O,1857,1540
O=C(Nc1ccc(NC(=O)c2cc3ccccc3o2)cc1)c1ccc2c(c1)OCCO2,1721,1660
Cc1ccc(OCC(=O)N(Cc2ccccc2)C(C)(C)C)c([N+](=O)[O-])n1,1501,1330
CC(=O)Nc1ccc(NC(=O)Nc2ccc(C)c(C)c2)cc1,1788,1505
CCN(CC)CCNc1ncnc2c1sc1nc(N3CCCC3)c3c(c12)CC(C)(C)OC3,1658,1485
CC1Oc2ccccc2C=C1/C=N/NC(=O)c1ccccc1 (stereo not drawn),1695,1579
COc1cccc(NC(=O)CN2C(=O)NC(C)(CCC(C)C)C2=O)c1 (stereo not drawn),1939,1611
CCOC(=O)C1=C(O)CSC1=Nc1ccc(Cl)cc1,1827,1541
COC1=C(Nc2ccc(O)cc2)C(=O)c2ccccc2C1=O,1742,1438
Cc1ccc2sc(N(CCCN(C)C)C(=O)c3nc4ccccc4s3)nc2c1C,1794,1545
COC(=O)c1ccc(NC(=O)N2CCCC(C(=O)c3ccccc3OC)C2)cc1 (stereo not drawn),1496,1568
O=c1cc(-c2ccc3c(c2)OCCO3)oc2ccc(Cl)cc12,1755,1658
NC(N)=NCCC[C@H](NC(=O)OCc1ccccc1)C(=O)O,1967,1578
CC(=O)NC1=NN(C(C)=O)C2(CCCC2)S1,1642,1557
CNc1ccccc1C(C)(C)c1cc(-c2cccc(Br)c2)no1,1975,1766
COc1ccccc1-n1cc(C(=O)c2cc(Cl)ccc2O)cc(C#N)c1=O,1702,1610
O=C(Nc1ccc(N2CCOCC2)cc1)c1ccc2c(c1)OCO2,1900,1593
CC(=O)c1ccccc1C(=O)NCc1cccnc1,1695,1576
CCCC(=O)Nc1cccc(-c2nc3ccccc3c(=O)o2)c1,1821,1737
COC(=O)c1ccc(C)c(NC(=O)CCc2ccc(OC)c(OC)c2)c1,1651,1613

# Profiles, quoted from the list.
# Cc1ccc2sc(N(CCCN(C)C)C(=O)c3nc4ccccc4s3)nc2c1C is listed with SRC1 TRFRET art: 1794; SRC3 TRFRET art: 1545
# O=C(Nc1ccc(N2CCOCC2)cc1)c1ccc2c(c1)OCO2 is listed with SRC1 TRFRET art: 1900; SRC3 TRFRET art: 1593

# Other entries follow:
SMILES,SRC1 TRFRET art,SRC3 TRFRET art
COc1ccc(Br)cc1C(=O)NC(=S)Nc1ccc(Cl)c(C(=O)O)c1,1965,1361
CC(C)CN(C(=O)CSc1nnc(-c2ccco2)o1)c1c(N)n(Cc2ccccc2)c(=O)[nH]c1=O,1420,1535
CCN(CC)c1ncnnc1-c1ccccc1,1583,1504
CC(=O)Oc1ccc(C(=O)[C@H]2[C@H]3C(=O)N(c4cccc5ccccc45)C(=O)[C@H]3[C@@H]3C=CC=NN32)cc1,1824,1466
Cc1ccc2cc(/C=N/NC(=O)[C@H]3C[C@@H]3c3ccccc3)c(Cl)nc2c1,1787,1490
CCCCn1c(N)c(N(CC)C(=O)/C=C/c2ccco2)c(=O)[nH]c1=O,1667,1551
COc1cc(/C=N/O)cc(Cl)c1OC,1661,1559
N#C/C(=C\c1ccc(-c2ccc(F)cc2)o1)C(=O)Nc1nc(-c2cccs2)cs1,1891,1667

# Pulled by compound from above, 3 records:
SMILES,SRC1 TRFRET art,SRC3 TRFRET art
CCCCn1c(N)c(N(CC)C(=O)/C=C/c2ccco2)c(=O)[nH]c1=O,1667,1551
CC(=O)Oc1ccc(C(=O)[C@H]2[C@H]3C(=O)N(c4cccc5ccccc45)C(=O)[C@H]3[C@@H]3C=CC=NN32)cc1,1824,1466
Cc1ccc2cc(/C=N/NC(=O)[C@H]3C[C@@H]3c3ccccc3)c(Cl)nc2c1,1787,1490
